# HTT ATP protect = qHTS Multiplex Assay to Identify Dual Action Probes in a Cell Model of Huntington: Cytoprotection (ATP). PC12 HTT-Q103 induced, cytoprotection, ATP luminescence, 40 h. 230,000 tested, 0.14% active. Potency, µM (top dose mostly 56.4 µM), for inactives: cytoprotection (ATP increase), most hits filed as activators. AID 1471, 2008;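 further: % of control where 0% means no effect; nearly all actives have a fitted effect of over 45% in size; toxic huntingtin expression switched on by the ecdysone agonist tebufenozide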
#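 Compounds were screened for protection of PC12 cells against cell death after tebufenozide induction (100 nM final) of mutant Huntingtin exon 1 (Q103) fused to GFP.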
# ALDH1A1 inh = qHTS Assay for Inhibitors of Aldehyde Dehydrogenase 1 (ALDH1A1); Purified ALDH1A1, NADH fluorescence, propionaldehyde substrate; Potency, µM (highest dose often 75.3 µM), inactives show top-dose activity, negative = inhibition, most hits filed as inhibitors; 220,000 tested, 7.3% active; AID 1030, 2008; active means well fitted inhibition curve with a large enough effect, not every such curve was filed as active; inconclusive means small, poorly fitted or top-dose-only effect, or another doubt; inactive means no such curve, though single readings can be large or run the other way;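 further: plate controls were no enzyme wells and a reference inhibitor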
# Target sequence (P00352 whole entry, looked up): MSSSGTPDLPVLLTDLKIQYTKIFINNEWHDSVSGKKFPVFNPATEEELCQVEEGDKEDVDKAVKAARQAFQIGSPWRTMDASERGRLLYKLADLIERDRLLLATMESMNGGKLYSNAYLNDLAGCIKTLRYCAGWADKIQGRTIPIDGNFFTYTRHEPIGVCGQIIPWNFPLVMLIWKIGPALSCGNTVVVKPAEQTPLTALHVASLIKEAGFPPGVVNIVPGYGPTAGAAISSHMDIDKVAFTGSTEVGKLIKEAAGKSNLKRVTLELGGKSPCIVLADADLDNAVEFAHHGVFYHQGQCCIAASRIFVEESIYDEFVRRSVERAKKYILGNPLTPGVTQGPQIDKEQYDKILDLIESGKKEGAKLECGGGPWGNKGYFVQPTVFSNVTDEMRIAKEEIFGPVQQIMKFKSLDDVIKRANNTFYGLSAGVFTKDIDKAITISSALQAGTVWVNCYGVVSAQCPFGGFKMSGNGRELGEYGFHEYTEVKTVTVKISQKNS
# Tau fibril ThT = qHTS for Inhibitors of Tau Fibril Formation, Thioflavin T Binding; AID 1460, 2008; recombinant tau K18 P301L, heparin-induced fibrillization, ThT fluorescence; 270,000 tested, 2.1% active; Potency, µM (top dose mostly 57.4 µM), inactives show at the top dose activity, negative = inhibition, actives largely listed as inhibitors; Microtubule-associated protein tau (Homo sapiens), P10636; further: on the % scale 0 is the no-effect control and ±100 the full control effect; nearly all actives have a fitted effect of over 55% in size
# Target sequence (P10636 561-689 P618L limits assumed): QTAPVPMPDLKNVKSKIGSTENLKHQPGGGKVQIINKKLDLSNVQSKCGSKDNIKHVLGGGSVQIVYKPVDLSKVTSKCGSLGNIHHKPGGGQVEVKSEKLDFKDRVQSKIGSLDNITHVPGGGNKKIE
#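 K18 P301L tau (15 uM + 0.24 uM Alexa 594-tagged), heparin 20 uM, NaOAc pH 7, 6 h 37 C; ThT 30 uM, 1 h RT, ex 450/em 510 nm.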
# Tau fluor counter = Counterscreen qHTS for Inhibitors of Tau Fibril Formation, Fluorescence Polarization; 280,000 tested, 0.93% active; Potency, µM (titrated, usually from 57.7 µM), for inactives: top-dose activity change, negative = decrease; AID 1463, 2008; tau K18 P301L (four-repeat tau fragment) Alexa594 fluorescence, heparin fibrillization; further: on the % scale 0 is the no-effect control and ±100 the full control effect; nearly all actives have a fitted effect of over 55% in size
#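 Human K18 P301L tau (15 uM unlabeled plus 0.24 uM Alexa 594-labeled, final) in 100 mM sodium acetate pH 7 was mixed with compound and 20 uM heparin and incubated 6 hr at 37 C.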
# HTT aggregate = qHTS Multiplex Assay to Identify Dual Action Probes in a Cell Model of Huntington: Aggregate Formation (GFP) | PC12 HttQ103-GFP aggregates, Acumen cytometry, 40 h | Potency, µM (series often up to 46.1 µM), for the others: at the top dose activity change, negative = inhibition, actives largely listed as inhibitors | 220,000 tested, 1.1% active | AID 1688, 2009; further: on the % scale 0 is the no-effect control and ±100 the full control effect; nearly all actives have a fitted effect of over 60% in size
#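 PC12 cells with ecdysone-inducible HTT exon1 Q103-GFP, induced by 100 nM tebufenozide, given compounds in a concentration series. GFP aggregates (1–25 um, 6 SD above background) counted in lysates by laser-scanning cytometry, 488 nm excitation.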
# JMJD2E inh = qHTS Assay for Inhibitors of Human Jumonji Domain Containing 2E (JMJD2E); 230,000 tested, 1.6% active; Potency, µM (top dose mostly 57.1 µM), without a hit: at the top dose activity change, negative = inhibition, hits mostly inhibitors; Lysine-specific demethylase 4E (Homo sapiens), B2RXH2; JMJD2E catalytic domain, FDH-coupled NADH fluorescence (FDH is formaldehyde dehydrogenase); active means well fitted inhibition curve with a large enough effect, not every such curve was filed as active; inconclusive means small, poorly fitted or top-dose-only effect, or another doubt; inactive means no such curve, though single readings can be large or run the other way;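 further: 0% = wells with enzyme and -100% = buffer wells without enzyme; nearly all actives have a fitted effect of over 50% in size; many of its hits are not listed in these tables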
# Target sequence (B2RXH2 1-337 limits assumed): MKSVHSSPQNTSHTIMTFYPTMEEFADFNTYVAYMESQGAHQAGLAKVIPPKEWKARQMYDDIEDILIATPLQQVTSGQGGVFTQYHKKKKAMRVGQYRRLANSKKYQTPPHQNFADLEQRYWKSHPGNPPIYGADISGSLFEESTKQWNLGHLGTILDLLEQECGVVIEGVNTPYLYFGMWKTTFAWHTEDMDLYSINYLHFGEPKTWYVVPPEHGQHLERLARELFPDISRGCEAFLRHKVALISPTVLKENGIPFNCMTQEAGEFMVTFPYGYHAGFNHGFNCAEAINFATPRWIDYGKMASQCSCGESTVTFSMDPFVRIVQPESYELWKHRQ
# SMN2 splice enh = qHTS Assay for Enhancers of SMN2 Splice Variant Expression | Potency, µM (series often up to 46.1 µM), for inactives: top-dose activity change, positive = activation, hits mostly activators | HEK293 SMN2-luciferase splicing reporter, luminescence, 30-36 h | 210,000 tested, 2.8% active; further: % of control where 0% means no effect; nearly all actives have a fitted effect of over 55% in size
#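 qHTS luciferase splicing reporter: luminescence rises when SMN2 exon 7 is included in transfected HEK293 cells. Compound exposure lasted 30-36 h at 37C, with 4.5 mM final sodium butyrate as control, followed by a ONE-Glo read.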
# Tau fibril FP = qHTS for Inhibitors of Tau Fibril Formation, Fluorescence Polarization | Potency, µM (top dose mostly 57.7 µM), for the others: top-dose activity, negative = inhibition, actives largely listed as inhibitors | 280,000 tested, 0.39% active | AID 1468, 2008 | K18 P301L tau heparin fibrillization, Alexa594 FP, 6 h | Microtubule-associated protein tau (Homo sapiens), P10636; further: on the % scale 0 is the no-effect control and ±100 the full control effect; nearly all actives have a fitted effect of over 55% in size
#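 Quantitative HTS format: compounds meet 15 uM recombinant K18 P301L tau and Alexa 594-tau tracer in 100 mM sodium acetate pH 7; 20 uM heparin triggers fibrillization at 37 C over 6 hr; FP gives the signal.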
# Numbers without * were called inactive; ? = inconclusive; · = not tested or not shown; & = joins results of further samples; [ ] = dose if it differs, or a comment. Unless noted, the call rests on the fitted dose curve; in most records, active means well fitted curve in the direction sought with a large enough effect; inconclusive means small, poorly fitted or top-dose-only effect, or another doubt; inactive means no such curve, though single readings can be large; an effect the other way counts as inactive or inconclusive. Potency means the concentration at half of the fitted maximal effect. A portion of the library; rates above refer to the full screens.
SMILES,HTT ATP protect,ALDH1A1 inh,Tau fibril ThT,Tau fluor counter,HTT aggregate,JMJD2E inh,SMN2 splice enh,Tau fibril FP
O=C(NC(C(=O)c1ccccc1)N1CCCCCC1)c1ccco1 (stereo unspecified),-1%[10 µM],14µM*,?,-8%,8%,-7%,10%,7%
C#CCn1cc(/C=N/Nc2nc3ccccc3[nH]2)c2ccccc21,10%[10 µM],?,-6%,-7%,0%,1%,?,4%
C[C@]12CCC3c4ccc(OCC(=O)O)cc4CCC3C1CCC2=O (stereo partly specified),-5%&12%[10 µM],20%[13.5 µM],-3%,6%,11%[9.22 µM],?,-10%[9.22 µM],2%
CC(=O)Nc1ccc(S(=O)(=O)N(C)CC(=O)NC2=NCCS2)cc1,1%,8%,1%,2%,10%,6%,-10%,4%
COc1ccc(/C(N)=N/OC(=O)Cc2ccc(C)cc2)cc1,-2%[10 µM],5%,-11%,-13%,-20%,2%,12%,-3%
CCCCCOc1ccc(Cn2c(=O)oc3ccccc32)cc1,·,·,13%,7%,·,·,4%,-3%
O=C(NCc1ccco1)c1cc(-c2ccncc2)nc2ccccc12,-23%,-4%,-1%,0%,7%,-13%,-5%,2%
Cn1nc([N+](=O)[O-])nc1S(C)(=O)=O,16%[10 µM],7%,?,?,?,4%,?,-5%
CCOc1ccccc1N1C(=O)CC(Nc2ccc(N3CCOCC3)cc2)C1=O (stereo unspecified),1%,7.9µM*,3%,-5%,6%,4%,0%,2%
CS(=O)(=O)N(CC(=O)N1CCN(Cc2ccccc2)CC1)C1CCCCC1,21%,?,-4%,-5%,?,2%,22%,-18%
CCNC(=S)N1CCN(c2cccc(C(F)(F)F)c2)CC1,25%[10 µM],8%,-15%,-15%,16%,-9%,-18%,-1%
COc1cc(C(F)(F)F)nc2ccc(C#CCOC(=O)Nc3ccccc3)cc12,7%[10 µM],·,·,-8%,-1%[9.22 µM],?,·,?
O=C(Cc1cccs1)NCCc1cn2ccccc2n1,17%[10 µM],?,-6%,-2%,7%[9.22 µM],?,·,-8%
O=C(CSc1ccc(-c2ccccn2)nn1)NC1CCCCC1,-34%[inhibitor],5%,-6%,-5%,-2%,?,4%,-5%
Cn1ncc([N+](=O)[O-])c1C(=O)Nc1ccc(C2CCCCC2)cc1,-44%[inhibitor],-1%,6%,-6%,0%,4%,-19%,3%
CCOC(=O)C1=NN(c2ccccc2)C(=O)/C1=C\c1ccc(N(C)C)cc1,7%[10 µM],1.6µM*,?,-29%,-29%,1%,-1%,3%
CCn1c(=O)c(C(=O)Nc2cc(OC)c(OC)c(OC)c2)nc2ccccc21,·,·,?,-13%,·,·,10%,1%
CN(C)c1ccc(NC(=O)c2cn(-c3ccccc3)nc2-c2cccs2)cc1,5%,8.9µM*,?,8.9µM*[quencher],0%[9.22 µM],-25%,23%,14%
FC(F)(F)c1cccc(NC(=S)N2CCN(c3cccc(C(F)(F)F)c3)CC2)c1,1%,-3%,-4%,-8%,7%,-3%,·,5%
O=C(NCc1ccccc1)c1noc2c1CCCC2,-47%[inhibitor],2%,9%,3%,-3%,0%,·,6%
O=C(COC(=O)c1ccc(F)cc1F)Nc1ncccn1,25%[10 µM],9%,?,-20%,20%[9.22 µM],-3%,·,1%
Cc1cccc(C(=O)NC(=S)Nc2ccc(S(=O)(=O)N3CCN(C)CC3)cc2)c1,-17%,?,-14%,-19%,-3%,2%,26%,-1%
O=C(N/N=C1/CC2C=CCC12)c1ccc(Br)o1 (stereo unspecified),·,1%,2%,5%,-6%,-3%,-30%,-3%
CCc1ccc(C(=O)c2cn(CC(=O)Nc3ccc4c(c3)OCO4)c3ccc(F)cc3c2=O)cc1,·,·,-1%,?,·,·,-7%,?
CCNC(=S)N/N=C/c1ccc(OCC(=O)Nc2ccc(C)cc2)cc1,8%,12%,0%,-22%,2%,-2%,-9%,?
CC(C)S(=O)(=O)c1cnc(N2CCOCC2)nc1N,11%[10 µM],·,8%,6%,13%[9.22 µM],8%,·,-5%
CCc1nnc(NC(=O)OCc2ccccc2)s1,-25%[0.074 µM],13%,-3%,1%,-3%,2%,?,7%
CC(C)C1NC(=O)[C@H](CCCCN)NC(=O)[C@@H](Cc2c[nH]c3ccccc23)NC(=O)[C@H](Cc2ccc(O)cc2)NC(=O)[C@H](C)N(C)C(=O)[C@H](Cc2ccccc2)NC1=O (stereo partly specified),·,-12%,-18%,-25%,·,7%,-8%,9%
Cc1cc(C)c2c(N)c(C(=O)NN3CC(=O)N(c4ccccc4)CC3=O)sc2n1,-2%[10 µM],·,3%,15%,-5%[9.22 µM],?,·,-1%
CC(C)(CCl)C(=O)Nc1ccc(OC(F)(F)F)cc1,8%,3%,6%,0%,19%,6%,-2%,-1%
C[N+](C)(C)CCCN1C(=O)CCCC1=O,-35%[inhibitor],-8%,-7%,0%,-7%,-8%,-2%,0%
CN1CCN(Cc2c(O)ccc3c(=O)c(Oc4ccccc4Cl)c(C(F)(F)F)oc23)CC1,-3%,?,0%,-9%,-13%,0%,-4%,8%
CC(=O)Nc1ccc(NC(=O)COC(=O)C2c3ccccc3Oc3ccccc32)cc1,-21%,-7%,-5%,?,15%,7%,3%,-12%
Cc1ccc(NC(=S)NC(NC(=O)C(C)(C)C)C(Cl)(Cl)Cl)c(C)c1 (stereo unspecified),-16%,-1%,-1%,-12%,7%,11%,-17%,-14%
Cc1cccc(OCC(=O)Nc2ccc3c(c2)nc(CCN2CCN(C)CC2)n3C)c1,-1%,-3%,-10%,-4%,-14%,?,-12%,-4%
C=C(C)C1CC=C(C)/C(=N/NC(=O)CNc2ccc(OCC)cc2)C1 (stereo unspecified),-37%,?,?,-20%,-28%,-6%,9%,-5%
CC(=O)Nc1ccc(NC(=O)CSc2ccc(-c3cccs3)nn2)cc1,20%[10 µM],-12%,-15%,-6%,14%,3%,-6%,?
CCc1sc(C(=O)Nc2cc(Cl)ccc2N2CCCCC2)cc1C,2%,?,-7%,-10%,-27%,?,5%,0%
CCCNC(=O)c1ccc(C2SCC(=O)N2CCc2ccccc2)cc1 (stereo unspecified),·,-8%,-2%,5%,2%,-1%,-17%,1%
N#Cc1c2c(c(NCCN3CCOCC3)n3c1nc1ccccc13)CCCC2,-1%,?,-18%,-9%,4%,?,4%,13%

# 2 compounds drawn at random from those above:
SMILES,HTT ATP protect,ALDH1A1 inh,Tau fibril ThT,Tau fluor counter,HTT aggregate,JMJD2E inh,SMN2 splice enh,Tau fibril FP
Cn1nc([N+](=O)[O-])nc1S(C)(=O)=O,16%[10 µM],7%,?,?,?,4%,?,-5%
O=C(NCc1ccccc1)c1noc2c1CCCC2,-47%[inhibitor],2%,9%,3%,-3%,0%,·,6%

# Later entries:
SMILES,HTT ATP protect,ALDH1A1 inh,Tau fibril ThT,Tau fluor counter,HTT aggregate,JMJD2E inh,SMN2 splice enh,Tau fibril FP
CC1=CC2=NC(=O)/C(=C\c3cccn3CCOc3cc(C)ccc3C)C(=N)N2O1,11%[10 µM],-9%,?,?,?,4%,-10%[1.84 µM],?
COc1ccc(NS(=O)(=O)c2cn(C)cn2)cc1,-5%[10 µM],·,-6%,-9%,-13%[9.22 µM],-6%,·,-2%
CCOc1ccc(NS(=O)(=O)c2ccc(C)c(C(N)=O)c2)cc1,-44%[inhibitor],11%,8%,0%,6%,5%,-49%[inhibitor],-8%
COc1ccc(B(O)O)cc1,5%,4%,-1%,-7%,·,-1%,-2%,-1%
CC(C)(C)C1CCc2sc(-c3nnc(CCl)o3)cc2C1 (stereo unspecified),8%[10 µM],22µM*,-14%,1%,-3%,-1%,-24%,17%
N=c1c(C(=O)NC2CCCC2)cc2c(=O)n3ccccc3nc2n1CCN1CCOCC1,-9%[10 µM],?,-3%,-3%,-5%,?,?,-3%
O=C(CNc1cccc(C(F)(F)F)c1)N/N=C/c1cccc(Br)c1,-4%[10 µM],10%,-9%,?,8%,-9%,9%,?
CCOc1ccccc1-c1nc(-c2ccc(-c3ccccc3)nc2OCC)no1,·,·,-3%,-15%,·,·,1%,-5%
CCn1cc(/C=C2\SC(=O)N(CC(=O)Nc3ccc4c(c3)OCO4)C2=O)c2ccccc21,-1%,-3%,-22%,-28%,11%,-1%,22%,-16%
Cc1ccsc1/C=N/NC(=O)Nc1ccccc1,-89%[inhibitor],-2%,-12%,-12%,-12%,-22%,16µM*,-4%
Clc1cccc(C2=NOC(c3nnc(-c4ccccc4)o3)C2)c1 (stereo unspecified),-12%[10 µM],·,0%,-12%,-25%[9.22 µM],-20%,·,6%
C=CCN(CC=C)C(=O)C[n+]1ccc(C(N)=O)cc1,4%[10 µM],·,1%,5%,16%[9.22 µM],0%,·,12%
O=C(O)[C@@H]1CCCN1c1ncnc2sc3c(c12)CCC3,7%,1%,4%,4%,-3%,9%,26%,5%
O=C(Nc1cc(S(=O)(=O)N2CCOCC2)ccc1N1CCCC1)c1cccnc1Cl,14%[10 µM],·,-5%,0%,13%[9.22 µM],1%,·,15%
CN(CCc1ccccn1)C(=S)NC(=O)c1ccco1,-26%,?,1%,-2%,-2%,-2%,-2%,-11%
CCOC(=O)N1CCc2c(sc3nc4n(c(=O)c23)N=C(c2ccc(OC)cc2)CS4)C1,-12%[10 µM],·,-2%,-2%,-13%[9.22 µM],4%,·,-1%
O=C(Nc1ccc(C2SCCS2)cc1)c1ccccc1,-9%[10 µM],·,·,0%,-20%[9.22 µM],?,·,-1%
Cc1ccccc1NC(=O)Cc1cn(C)c2ccccc12,-1%,9%,-5%,-9%,9%,2%,7%,5%
CCn1c(C)c(C(C)=O)c(N2CCCC2)nc1=S,6%,3%,-2%,3%,5%,5%,·,0%

# Compound activity deposited in PubChem by National Center for Advancing Translational Sciences (NCATS).
